Source: PubChem BioAssay (several laboratories)
HTR5A inv ctr: counter-screen for OPRM1-OPRD1 inverse agonists: human HTR5A inverse agonism; HTR5A cell line, luminescence; inhibition, % at 9.3 µM; 340,000 tested, 0.083% active; in the data active = inhibition mostly above about 23%, no sharp cut-off; inactive = mostly below about 18%;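 note: 0% = cells with DMSO and 100% = no-cell wells with DMSO; some compounds called inactive have numbers as strong as hits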
Target sequence (P47898 whole entry, looked up): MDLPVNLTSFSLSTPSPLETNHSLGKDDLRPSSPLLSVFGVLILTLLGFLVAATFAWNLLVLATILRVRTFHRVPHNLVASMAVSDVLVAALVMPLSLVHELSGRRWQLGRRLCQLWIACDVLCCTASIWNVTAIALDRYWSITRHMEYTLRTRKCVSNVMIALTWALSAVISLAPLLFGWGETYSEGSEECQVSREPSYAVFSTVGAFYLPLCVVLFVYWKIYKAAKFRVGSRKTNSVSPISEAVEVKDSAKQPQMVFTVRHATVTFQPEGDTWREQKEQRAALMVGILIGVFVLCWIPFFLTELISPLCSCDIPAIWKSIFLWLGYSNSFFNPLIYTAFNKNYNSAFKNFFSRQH
HTR5A ag ctr: HTR5A agonism, opioid heterodimer counter-screen; P47898; HTR5A agonist assay, luminescence, cell-based; activation, % at 9.3 µM; 340,000 tested, 0.61% active; in the data active = activation mostly above about 9.5%, no sharp cut-off; inactive = mostly below about 7.6%;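 note: 0% = cells with vehicle only and 100% = reference agonist; strong numbers were not always called active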
MOR-DOR inv ag: inverse agonist of human OPRM1-OPRD1 heterodimerization | P35372+P41143 | cell-based MOR-DOR heterodimer luminescence, inverse agonism | inhibition, % at 9.3 µM | 340,000 tested, 0.21% active | AID 504357; in the data active = inhibition above about 22%, passing the limit was not always enough;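 note: 0% = cells with DMSO and 100% = wells without cells with DMSO; values of inactives mirror those of a sister screen read the other way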
V-ATPase pHluor: yeast V-ATPase proton transport regulation by pHLuorin; S. cerevisiae, pHLuorin cytosolic pH fluorescence; response, % at 10 µM; 350,000 tested, 0.37% active; AID 504577; in the data active = response mostly above about 7.3%, no sharp cut-off; inactive = mostly below about 5.4%; note: actives read high; inactives centre near 0; some compounds called inactive have numbers as strong as hits; reference of the scale not given here
OPRM1-OPRD1 ag: agonists of human mu-delta opioid receptor heterodimerization; cells, OPRM1-OPRD1 heterodimerization, luminescence; activation, % at 9.3 µM; 340,000 tested, 0.3% active; AID 504326; in the data active = activation above about 18%;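 note: 0% = vehicle-treated cells and 100% = reference agonist; values of inactives mirror those of a sister screen read the other way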
RTF Ca sens act: increases calcium sensitivity of human cardiac regulated thin filaments. IANBD-labeled TnC RTF fluorescence at EC20 calcium; 0% EC20 calcium, 100% full calcium. activation, % at 7.2 µM. P19429+P45379. 340,000 tested, 0.24% active. AID 493008;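 active = activation above the mean over all tested compounds plus 3 SD, cut at about 30% in these data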;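 note: rise in fluorescence read as greater calcium sensitivity of cardiac thin filaments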
LANA DNA inh: inhibitors of KSHV LANA C-terminal domain DNA binding | 340,000 tested, 0.078% active | inhibition, % at 9 µM | AID 504423 | MBP-C-LANA/FAM-LBS DNA binding, fluorescence polarization;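 active = highest replicate inhibition at or above 60% at 9 µM, even if other replicates fall short; inactive = all replicates below 60% inhibition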;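 note: 0% = neutral control wells and 100% = 4 µM acridine orange control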
Cardiac RTF inh: cardiac RTF calcium desensitization | 340,000 tested, 0.12% active | inhibition, % at 7.15 µM | AID 493244 | IANBD-labeled cardiac RTF, Ca2+ fluorescence | P19429+P45379;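 active = inhibition above the mean inhibition of all tested compounds plus 3 SD, cut at about 17% in these data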;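 note: assay run at fixed EC70 calcium of 1.6 mM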
Keap1-Nrf2 PPI: inhibitors of human Keap1-Nrf2 protein-protein interaction. Keap1 Kelch-Nrf2 peptide fluorescence polarization, 1536-well. inhibition, % at 9.4 µM. 340,000 tested, 0.15% active; in the data active = inhibition above about 12%;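 note: human Keap1 Kelch domain with fluorescein labeled Nrf2 9mer peptide probe; 0% = neutral control wells and 100% = peptide positive control; higher means more block of Keap1 binding to Nrf2 peptide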
Target sequence (Q14145 whole entry, looked up, the tested form may be a part): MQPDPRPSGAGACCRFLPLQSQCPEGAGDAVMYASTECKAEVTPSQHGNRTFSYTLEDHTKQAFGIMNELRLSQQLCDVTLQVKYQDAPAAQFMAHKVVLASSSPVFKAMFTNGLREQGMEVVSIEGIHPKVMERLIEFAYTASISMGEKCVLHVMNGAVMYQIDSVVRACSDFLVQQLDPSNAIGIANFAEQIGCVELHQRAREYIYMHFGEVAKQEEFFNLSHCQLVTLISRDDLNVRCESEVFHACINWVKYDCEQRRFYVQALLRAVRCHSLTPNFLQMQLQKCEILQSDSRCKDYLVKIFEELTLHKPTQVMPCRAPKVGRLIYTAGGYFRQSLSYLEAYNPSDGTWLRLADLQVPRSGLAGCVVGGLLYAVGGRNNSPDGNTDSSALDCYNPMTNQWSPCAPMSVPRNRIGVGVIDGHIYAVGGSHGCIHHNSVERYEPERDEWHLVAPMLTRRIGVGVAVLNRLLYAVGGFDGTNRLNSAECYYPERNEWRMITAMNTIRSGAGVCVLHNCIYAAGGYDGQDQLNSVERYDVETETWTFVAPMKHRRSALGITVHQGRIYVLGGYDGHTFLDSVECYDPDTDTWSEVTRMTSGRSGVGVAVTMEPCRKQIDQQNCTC
CAL-PDZ inh HTS: inhibitors of human CAL PDZ peptide binding. AID 602252. 300,000 tested, 0.92% active. inhibition, % at 24.9 µM. purified CAL PDZ, TMR-peptide fluorescence polarization, 1 h. Q9HD26;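 active = mean inhibition of at least 30% with at least half of replicates also reaching 30%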;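 note: 0% = DMSO neutral control and 100% = excess unlabeled competitor peptide PRC23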
Numbers without * were called inactive. Rows are unselected (roughly 2.8% active in at least one column).

What do the screens show for `CCCCN(C(=O)c1ccc(-c2ccc(Cl)cc2)o1)c1c(N)n(CCCC)c(=O)[nH]c1=O`?
HTR5A inv ctr: 2; HTR5A ag ctr: -1; MOR-DOR inv ag: 8; V-ATPase pHluor: -2; OPRM1-OPRD1 ag: -1.8; RTF Ca sens act: -1; LANA DNA inh: 0.2; Cardiac RTF inh: 0; Keap1-Nrf2 PPI: -7

How did CCCN1CCC(=O)N(CCSc2ccc(C)cc2)CC1 do in these assays?
HTR5A inv ctr: -23; HTR5A ag ctr: 8; MOR-DOR inv ag: 6; V-ATPase pHluor: 8; OPRM1-OPRD1 ag: -1.1; RTF Ca sens act: 0; LANA DNA inh: 1.1; Cardiac RTF inh: -2; Keap1-Nrf2 PPI: 1; CAL-PDZ inh HTS: 0

What do the screens show for `CCN(CC)S(=O)(=O)c1ccc(N2CCCC2)c(NC(=O)C2CSC3(C)CCC(=O)N23)c1` (configuration not stated)?
HTR5A inv ctr: -22; HTR5A ag ctr: -1; MOR-DOR inv ag: 10; V-ATPase pHluor: -7; OPRM1-OPRD1 ag: -1.9; RTF Ca sens act: -8; LANA DNA inh: 0.0; Cardiac RTF inh: -11; Keap1-Nrf2 PPI: -9; CAL-PDZ inh HTS: -2

How did O=C1NCC(c2ccccc2)C1C(=O)N/N=C\c1ccc(-c2ccc(Cl)c(Cl)c2)o1 (configuration not stated) do in these assays?
HTR5A inv ctr: -13; HTR5A ag ctr: 4; MOR-DOR inv ag: 1; V-ATPase pHluor: -4; OPRM1-OPRD1 ag: -0.2; RTF Ca sens act: -1; LANA DNA inh: -0.8; Cardiac RTF inh: 4; Keap1-Nrf2 PPI: -2; CAL-PDZ inh HTS: -3

Results for CCOc1ccc(NC(=O)CN2C(=O)COc3ccc(S(=O)(=O)N4CCCCC4)cc32)cc1 ?
HTR5A inv ctr: 6; HTR5A ag ctr: -2; MOR-DOR inv ag: 0; V-ATPase pHluor: -2; OPRM1-OPRD1 ag: 0.1; RTF Ca sens act: 5; LANA DNA inh: 0.9; Cardiac RTF inh: 5; Keap1-Nrf2 PPI: 1; CAL-PDZ inh HTS: -2

Results for CCOc1ccc(NC(=O)C(=S)NC2CCCCC2)cc1 ?
HTR5A inv ctr: 1; HTR5A ag ctr: 0; MOR-DOR inv ag: -22; V-ATPase pHluor: 4; OPRM1-OPRD1 ag: 4.7; RTF Ca sens act: -4; LANA DNA inh: -4.8; Cardiac RTF inh: -6; Keap1-Nrf2 PPI: 0; CAL-PDZ inh HTS: -3

What do the screens show for `COc1ccccc1CCNS(=O)(=O)c1cc2c3c(c1)CCN3C(=O)CC2`?
HTR5A inv ctr: 12; HTR5A ag ctr: 6; MOR-DOR inv ag: 12; V-ATPase pHluor: -4; OPRM1-OPRD1 ag: -1.9; RTF Ca sens act: -7; LANA DNA inh: -0.5; Cardiac RTF inh: -1; Keap1-Nrf2 PPI: 0

What do the screens show for `COCCOC1CCN(C(=O)c2ccc(OC)c(OC3CCN(C(C)C)CC3)c2)CC1`?
HTR5A inv ctr: 20; HTR5A ag ctr: -4; MOR-DOR inv ag: 19; V-ATPase pHluor: 2; OPRM1-OPRD1 ag: -3.7; RTF Ca sens act: 4; LANA DNA inh: 0.3; Cardiac RTF inh: -5; Keap1-Nrf2 PPI: 1; CAL-PDZ inh HTS: -1

What do the screens show for `CCn1cc(S(=O)(=O)CC(=O)Nc2ccc3c(c2)OCO3)c2ccccc21`?
HTR5A inv ctr: 1; HTR5A ag ctr: 0; MOR-DOR inv ag: 6; V-ATPase pHluor: 0; OPRM1-OPRD1 ag: -1.1; RTF Ca sens act: 0; LANA DNA inh: 0.8; Cardiac RTF inh: -2; Keap1-Nrf2 PPI: -1

What do the screens show for `Nn1c(C2COc3ccccc3O2)n[nH]c1=S` (configuration not stated)?
HTR5A inv ctr: 6; HTR5A ag ctr: 0; MOR-DOR inv ag: -25; V-ATPase pHluor: -1; OPRM1-OPRD1 ag: 4.9; RTF Ca sens act: 5; LANA DNA inh: 1.1; Cardiac RTF inh: -8; Keap1-Nrf2 PPI: 4; CAL-PDZ inh HTS: 19

Results for CC(C)NC(=O)CC(=O)N/N=C\c1ccccc1C(=O)O ?
HTR5A inv ctr: -6; HTR5A ag ctr: 2; MOR-DOR inv ag: 12; V-ATPase pHluor: -4; OPRM1-OPRD1 ag: -2.1; RTF Ca sens act: 1; LANA DNA inh: 0.9; Cardiac RTF inh: 1; Keap1-Nrf2 PPI: 2; CAL-PDZ inh HTS: -2

What do the screens show for `C=CCn1c(SCC(C)=O)nnc1-c1ccc2ncccc2c1`?
HTR5A inv ctr: 9; HTR5A ag ctr: -6; MOR-DOR inv ag: 6; V-ATPase pHluor: -1; OPRM1-OPRD1 ag: -1.2; RTF Ca sens act: 3; LANA DNA inh: 0.8; Cardiac RTF inh: 3; Keap1-Nrf2 PPI: -2

What do the screens show for `CCOC(=O)C1=C(N)Oc2cc(O)ccc2C1c1cccc([N+](=O)[O-])c1` (configuration not stated)?
HTR5A inv ctr: 0; HTR5A ag ctr: 0; MOR-DOR inv ag: -38; V-ATPase pHluor: 1; OPRM1-OPRD1 ag: 7.3; RTF Ca sens act: 3; LANA DNA inh: 1.0; Cardiac RTF inh: -8; Keap1-Nrf2 PPI: -4; CAL-PDZ inh HTS: 3

Results for Cc1ccc(/C=N/NC(=O)CSc2nc3ccccc3c(=O)n2-c2ccccc2C)s1 ?
HTR5A inv ctr: 9; HTR5A ag ctr: -4; MOR-DOR inv ag: -16; V-ATPase pHluor: 0; OPRM1-OPRD1 ag: 2.9; RTF Ca sens act: 7; LANA DNA inh: -2.0; Cardiac RTF inh: -3; Keap1-Nrf2 PPI: -6

Results for O=C(CC(c1ccccc1)c1cc(Br)ccc1O)N1CCCC1 (configuration not stated) ?
HTR5A inv ctr: 3; HTR5A ag ctr: 5; MOR-DOR inv ag: -6; V-ATPase pHluor: 0; OPRM1-OPRD1 ag: 1.2; RTF Ca sens act: 0; LANA DNA inh: 1.6; Cardiac RTF inh: -4; Keap1-Nrf2 PPI: 1; CAL-PDZ inh HTS: -2

How did COc1cc2[nH]c(=O)n(Cc3ccc(C(=O)NC4CCCC4)cc3)c(=O)c2cc1OC do in these assays?
HTR5A inv ctr: -18; HTR5A ag ctr: -2; MOR-DOR inv ag: 14; V-ATPase pHluor: -3; OPRM1-OPRD1 ag: -2.6; RTF Ca sens act: 0; LANA DNA inh: 1.5; Cardiac RTF inh: -8; Keap1-Nrf2 PPI: -4; CAL-PDZ inh HTS: -2

How did CC(C)OP(=O)(c1ccc(N(C)C)cc1)C(O)c1ccc(Br)cc1 (configuration not stated) do in these assays?
HTR5A inv ctr: 13; HTR5A ag ctr: -3; MOR-DOR inv ag: 12; V-ATPase pHluor: 1; OPRM1-OPRD1 ag: -2.1; RTF Ca sens act: 0; LANA DNA inh: -2.6; Cardiac RTF inh: -5; Keap1-Nrf2 PPI: -6; CAL-PDZ inh HTS: 0

What do the screens show for `O=C(c1cc(-c2ccc(Cl)s2)nc2ccccc12)N1CCOCC1`?
HTR5A inv ctr: 9; HTR5A ag ctr: -4; MOR-DOR inv ag: 2; V-ATPase pHluor: 5; OPRM1-OPRD1 ag: -0.2; RTF Ca sens act: -3; LANA DNA inh: -0.6; Cardiac RTF inh: 0; Keap1-Nrf2 PPI: 3; CAL-PDZ inh HTS: -8

How did CCN(CC)CCNC(=O)c1ccc(NC(=O)c2c(C)nn(-c3ccc(F)cc3)c2Cl)cc1 do in these assays?
HTR5A inv ctr: 6; HTR5A ag ctr: 1; MOR-DOR inv ag: 11; V-ATPase pHluor: 0; OPRM1-OPRD1 ag: -2.2; RTF Ca sens act: 5; LANA DNA inh: 0.2; Cardiac RTF inh: -2; Keap1-Nrf2 PPI: -1; CAL-PDZ inh HTS: -8

What do the screens show for `CCC(C)(C)n1nnnc1C(c1ccc(O)c(OC)c1)N1CCN(c2nc3ccccc3s2)CC1` (configuration not stated)?
HTR5A inv ctr: 12; HTR5A ag ctr: -1; MOR-DOR inv ag: 3; V-ATPase pHluor: -3; OPRM1-OPRD1 ag: -0.6; RTF Ca sens act: -1; LANA DNA inh: 0.2; Cardiac RTF inh: -1; Keap1-Nrf2 PPI: -4; CAL-PDZ inh HTS: -1

What do the screens show for `CSc1nc2c(C)c(C)c(C)c(C)c2[nH]1`?
HTR5A inv ctr: -16; HTR5A ag ctr: -2; MOR-DOR inv ag: 0; V-ATPase pHluor: -1; OPRM1-OPRD1 ag: 0.0; RTF Ca sens act: 4; LANA DNA inh: -2.0; Cardiac RTF inh: 1; Keap1-Nrf2 PPI: -5; CAL-PDZ inh HTS: -4

How did CCOC(=O)c1ccc(NS(=O)(=O)c2cc(C)ccc2OC)cc1 do in these assays?
HTR5A inv ctr: -4; HTR5A ag ctr: 1; MOR-DOR inv ag: -13; V-ATPase pHluor: 8; OPRM1-OPRD1 ag: 2.5; RTF Ca sens act: -3; LANA DNA inh: -0.9; Cardiac RTF inh: -2; Keap1-Nrf2 PPI: -4; CAL-PDZ inh HTS: -4

How did COc1cccc(C(=O)CN2C3=NCCCN3c3ccccc32)c1 do in these assays?
HTR5A inv ctr: -46; HTR5A ag ctr: -1; MOR-DOR inv ag: 7; V-ATPase pHluor: 4; OPRM1-OPRD1 ag: -1.2; RTF Ca sens act: -2; LANA DNA inh: -1.9; Cardiac RTF inh: -10; Keap1-Nrf2 PPI: 2; CAL-PDZ inh HTS: 5

Results for CCOC(=O)CNS(=O)(=O)c1cc(-c2nn(C)c(=O)c3ccccc23)ccc1C ?
HTR5A inv ctr: 18; HTR5A ag ctr: -1; MOR-DOR inv ag: -4; V-ATPase pHluor: 2; OPRM1-OPRD1 ag: 0.8; RTF Ca sens act: -3; LANA DNA inh: 0.1; Cardiac RTF inh: -1; Keap1-Nrf2 PPI: -2; CAL-PDZ inh HTS: 1

How did C=CCN(c1ccc(OC)cc1)S(=O)(=O)c1ccc(Cl)c(C(=O)OCC(=O)NC2CC2)c1 do in these assays?
HTR5A inv ctr: 5; HTR5A ag ctr: -2; MOR-DOR inv ag: 8; V-ATPase pHluor: -2; OPRM1-OPRD1 ag: -1.4; RTF Ca sens act: -5; LANA DNA inh: -0.3; Cardiac RTF inh: -16; Keap1-Nrf2 PPI: -1; CAL-PDZ inh HTS: -5

How did CCOc1ccccc1CN1CCN(C2CCC2)CC1CCO (configuration not stated) do in these assays?
HTR5A inv ctr: -1; HTR5A ag ctr: 0; MOR-DOR inv ag: 0; V-ATPase pHluor: -2; OPRM1-OPRD1 ag: -0.1; RTF Ca sens act: 4; LANA DNA inh: 1.0; Cardiac RTF inh: -8; Keap1-Nrf2 PPI: -5; CAL-PDZ inh HTS: -5

What do the screens show for `CN(Nc1cccc(Cl)c1)c1cccc(Cl)c1`?
HTR5A inv ctr: -11; HTR5A ag ctr: 3; MOR-DOR inv ag: -16; V-ATPase pHluor: -2; OPRM1-OPRD1 ag: 3.0; RTF Ca sens act: -5; LANA DNA inh: -0.6; Cardiac RTF inh: 4; Keap1-Nrf2 PPI: -6
